High-throughput results as filed in PubChem.
DSG3 Ab inh = human desmoglein-3 autoantibody binding inhibition; DSG3-coupled beads, scFv-anti-DSG3-GFP binding, flow cytometry; hits give low values; binding (percent of control), % at 10 µM; hit rate 0.48% among 310,000; P32926;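 active = binding more than 3 SD below its plate's average and above zero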;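 note: hits lower antibody fragment binding to DSG3; some compounds called inactive have numbers as strong as hits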
dFosB activator = enhances mouse delta FosB homodimer DNA binding. purified delta FosB, TAMRA-CDK5 oligo fluorescence polarization; percent of positive-control signal above neutral wells. P13346. hit rate 0.99% among 340,000. activation, % at 25 µM;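 active = mean activation above about 17%, with every replicate also reaching it, limit read from the data, passing the limit was not always enough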;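 note: fluorescence polarization rise as delta FosB binds a TAMRA Cdk5 AP-1 oligo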
Target sequence (P13346 whole entry, looked up): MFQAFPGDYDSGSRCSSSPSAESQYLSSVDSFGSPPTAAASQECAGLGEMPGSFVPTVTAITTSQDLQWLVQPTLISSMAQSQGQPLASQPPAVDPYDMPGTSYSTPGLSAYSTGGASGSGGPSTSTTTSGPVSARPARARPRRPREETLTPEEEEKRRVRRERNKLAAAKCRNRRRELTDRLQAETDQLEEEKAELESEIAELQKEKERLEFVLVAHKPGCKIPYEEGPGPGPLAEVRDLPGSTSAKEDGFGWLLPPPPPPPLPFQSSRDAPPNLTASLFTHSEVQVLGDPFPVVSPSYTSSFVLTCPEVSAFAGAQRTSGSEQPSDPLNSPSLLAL
MITF act = increases MITF-driven TRPM1 promoter luciferase signal. SK-MEL-5 TRPM1-promoter luciferase, 24 h; % of positive control, neutral wells = 0. activation, % at 12.5 µM. hit rate 0.75% among 300,000;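 active = mean activation of at least 80% with every replicate also reaching 80%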;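 note: 0% = neutral control wells and 100% = parthenolide positive control wells; values of inactives mirror those of a sister screen read the other way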
Arr AP2 block = inhibitors of human beta-arrestin and AP2 interaction; FITC-arrestin peptide / GST-AP2 beads, flow cytometry; AP2 beta2 appendage carries R879A mutation; inhibition, % at 10 µM; hit rate 0.31% among 340,000; AID 504490;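 active = inhibition above a set limit, near 3 SD of compounds lacking own fluorescence, cut at about 54% in these data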;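 note: plate controls were DMSO wells for no effect and 5 µM unlabelled arrestin peptide for full effect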
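System: GST-AP2 R879A glutathione beads | Also added: FITC-arrestin peptide, 50 nM | Times: 12 min plus 1 h, RT | Signal: Bead flow cytometry, FITC channel | Buffer or medium: PBS with 0.05% Tween 20 and 0.1% BSA | Read-out basis: Percent drop in bead-associated FITC signal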
CDK5 p35 inh = inhibitors of human CDK5/p35 kinase; Recombinant CDK5/p35, ADP-Glo luminescence, 60 min; hit rate 0.01% among 330,000; inhibition, % at 10 µM;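 active = highest replicate inhibition of at least 50% and at least 75% of replicates reaching 50%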;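 note: plate controls were DMSO neutral control for no effect and GW8510 at 10 µM for full effect; many of its hits are not listed in these tables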
NSD2 HMT inh = blocks human histone methyltransferase NSD2. O96028. NSD2 peptide methylation, AlphaScreen, 120 min. inhibition, % at 12.5 µM. hit rate 0.54% among 310,000. AID 743445; in the data active = inhibition above about 50%
SUMO Mot1 rescue = blocks SUMOylation pathway, rescuing yeast Mot1-301 growth | hit rate 1% among 320,000 | growth rescue, % at 18.8 µM | S. cerevisiae Mot1-301 growth rescue, ATP luminescence, 38.5C; percent above DMSO median, 100 means doubled;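 active = every valid replicate shows activation above 250% relative to neutral control wells; inactive = the rest, any valid replicate at or below 250%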;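 note: OY570 slx delta 5 strain wells were the positive control but not used for scaling; some compounds called inactive have numbers as strong as hits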
SR-BI uptake up = SR-BI HDL lipid transfer activation; CHO ldlA[mSR-BI] cells, DiI-HDL uptake fluorescence, 3 h; 100 = double the neutral-control signal; activation, % at 12.5 µM; hit rate 0.096% among 320,000; AID 504775;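 active = mean replicate activation of at least 60% and every replicate at or above 60%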;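 note: 0% = median plate neutral-control signal and 100% = twice that signal; values of inactives mirror those of a sister screen read the other way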
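Material: SR-BI-overexpressing, LDLR-lacking CHO cells; schedule: compound exposure 3 h, 37 °C; reagent: DiI-labelled HDL at 10 µg/mL final; technique: bottom-read fluorescence, 550/595 nm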
SR-BI HDL uptake = inhibitors of mouse SR-BI mediated HDL lipid uptake; Q61009; inhibition, % at 12.5 µM; AID 488896; ldlA[mSR-BI] CHO cells, DiI-HDL uptake fluorescence, 3 h; hit rate 0.96% among 320,000;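 active = mean replicate inhibition of at least 70% and a set share of replicates each scoring 70 or more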;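 note: 0% = median of neutral control wells and 100% = median of positive control wells; values of inactives mirror those of a sister screen read the other way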
PKA-R2B activ = activates the human PKA-R2B holoenzyme complex; PKA-R2B holoenzyme dissociation, Cy5-IP20 fluorescence polarization; R2B truncated from residue 108, S112A mutant; 0% DMSO only, 100% 113 µM cGMP; hit rate 0.079% among 340,000; AID 504700; activation, % at 11.4 µM;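 active = activation above a cutoff set at the mean over all compounds plus 3 SD, cut at about 18% in these data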;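 note: higher means more holoenzyme dissociation and a rise in polarization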
Target sequence (P31323 whole entry, looked up, other chains not shown, the tested form may be a part): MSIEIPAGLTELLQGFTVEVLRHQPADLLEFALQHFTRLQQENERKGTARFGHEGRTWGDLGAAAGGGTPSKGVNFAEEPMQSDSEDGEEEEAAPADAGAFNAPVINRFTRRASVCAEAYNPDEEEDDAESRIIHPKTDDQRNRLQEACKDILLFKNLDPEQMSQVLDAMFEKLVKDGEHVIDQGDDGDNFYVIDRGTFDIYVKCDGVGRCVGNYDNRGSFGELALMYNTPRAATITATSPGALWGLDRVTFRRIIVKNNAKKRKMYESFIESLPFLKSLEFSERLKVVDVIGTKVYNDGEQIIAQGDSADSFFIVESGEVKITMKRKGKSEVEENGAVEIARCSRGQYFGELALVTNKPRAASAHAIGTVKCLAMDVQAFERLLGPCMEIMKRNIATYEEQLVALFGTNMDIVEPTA
PKA-R1A activ = activators of PKA-R1A complex; P00514+P68181; PKA-R1A dissociation, Cy5-IP20 fluorescence polarization; scaled: DMSO 0%, 113 µM cGMP 100%; activation, % at 11.4 µM; hit rate 0.083% among 340,000; AID 504707;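 active = percent activation above the mean of all tested compounds plus 3 SD, cut at about 19% in these data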;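 note: higher means more PKAc released from R1A so a rise in polarization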
Active calls of the source: *; . = not tested or not shown; + = active, no number.

Fields: DSG3 Ab inh	dFosB activator	MITF act	Arr AP2 block	CDK5 p35 inh	NSD2 HMT inh	SUMO Mot1 rescue	SR-BI uptake up	SR-BI HDL uptake	PKA-R2B activ	PKA-R1A activ
[1] CCOc1ccc(C(CC(=O)O)NC(=O)COc2ccccc2OC)cc1OC (centres undefined)
    103	1	-6	17	-1.6	-4	6	17	-17	-7	-4
[2] CCCCN(C)S(=O)(=O)c1ccc(C(=O)N=c2sc3cc(NC(C)=O)ccc3n2C)cc1
    122	-8	2	9	0.4	-2	-17	-44	44	-4	10
[3] CCOc1ccc(NC(=O)C2CCCN(S(=O)(=O)c3ccc4[nH]c(=O)ccc4c3)C2)cc1 (centres undefined)
    97	15	-20	2	2.0	0	-7	3	-3	-7	1
[4] Cc1cc(-c2nn(-c3ccccc3)cc2/C=C2\SC(N)=NC2=O)ccc1OC(C)C
    84	-14	7	2	-1.7	-3	-2	-22	22	-5	-11
[5] NC(CC(=O)NC(c1ccccc1)(c1ccccc1)c1ccccc1)C(=O)O (centres undefined)
    82	-4	10	9	-0.3	-3	40	1	-1	-5	-9
[6] CCOC(=O)Cc1csc(NC(=O)CCS(=O)(=O)Cc2ccccc2)n1
    104	-4	-3	4	1.1	-1	4	28	-28	-7	-15
[7] CCOC(=O)C1CCCN(c2nc3ccccc3nc2NS(=O)(=O)c2ccc(C)cc2)C1 (centres undefined)
    .	-13	2	-14	0.4	-7	-2	20	-20	-2	-1
[8] CNC(=O)c1sc(-c2cccnc2)nc1C
    101	2	.	18	2.6	0	8	8	-8	-8	-3
[9] Cc1ccc(OC(=O)CCC(=O)Oc2ccc(C)cc2C)c(C)c1
    117	4	10	17	-2.2	-6	.	15	-15	-4	2
[10] C=CCn1c(CSCc2ccccc2)nnc1SCC(=O)NCc1ccccc1
    107	3	-1	1	3.5	3	88	3	-3	-1	4
[11] CC(C)c1nnc(SCC(=O)NCc2ccco2)n1C
    92	-7	-9	6	0.9	0	971	12	-12	-12	-2
[12] Cc1cc(NC(=O)CC2Oc3ccccc3NC2=O)ccc1Br (centres undefined)
    93	9	-9	-8	0.7	2	54	0	0	5	2
[13] COc1ccc(C(=O)N/N=C/c2cc3ccccc3[nH]c2=O)cc1
    93	-11	1	2	1.1	-3	292	-8	8	4	-1
[14] N=c1c(S(=O)(=O)c2ccccc2)cc2c(=O)n3ccccc3nc2n1Cc1ccco1
    .	-8	1	-1	1.1	-4	1	17	-17	-2	8
[15] Oc1ccc(C=NN=C2c3ccccc3-c3ccccc32)c(O)c1
    104	-12	-1	13	0.6	1	.	-36	36	-7	-8
[16] CC(=O)NC12CC3CC(C1)CC(C(=O)OCC(=O)c1ccc4c(c1)OCCO4)(C3)C2
    .	-10	.	-7	-0.5	0	0	-7	7	-4	-7
[17] Cc1occc1C(=O)Nc1cccc(/C=C/C(=O)O)c1
    71	0	9	-3	-1.7	5	-1	15	-15	-10	-18
[18] CCCCN(C(=O)CNC(=O)c1cccs1)C(C(=O)NC1CCCCC1)c1cccnc1 (centres undefined)
    106	-1	-3	-4	-0.6	-4	-11	.	.	0	-6
[19] O=C(C(c1ccccc1)c1ccccc1)N1CCN(Cc2ccccn2)CC1
    111	-1	-16	-2	2.1	-3	-1	21	-21	-3	3
[20] O=C1[C@@H](Oc2ccccc2)[C@@H](c2ccccc2)N1c1cccnc1
    102	-3	-16	-17	-2.4	.	.	-2	2	6	0
[21] Cc1ccc(CNC(=O)C(CCC(N)=O)NC(=O)OCc2ccccc2)cc1 (centres undefined)
    93	-4	12	-10	-1.8	0	1	-1	1	-16	-1
[22] COc1ccccc1N1CCN(c2cc(=O)n(Cc3ccc(F)cc3)c(=O)[nH]2)CC1
    69*	-4	-10	9	1.7	.	5	-30	30	7	-6
[23] CCc1ccccc1NC(=O)CN1CCN(C(=O)CN2C(=O)NC3(CCCC3)C2=O)CC1
    112	7	.	-2	2.2	-2	.	-14	14	-13	-16
[24] Cc1cccnc1NC(=O)Cn1nc(-c2ccccc2)oc1=S
    95	-3	24	18	-0.2	2	-4	34	-34	-2	-9
[25] CCCCn1c(N)c(N(CCOC)C(=O)c2ccc(N3C(=O)c4ccccc4C3=O)cc2)c(=O)[nH]c1=O
    119	3	0	-6	1.7	1	.	14	-14	-9	-8
[26] CN(C)CCC(=O)C(Cc1ccccc1)c1ccccc1 (centres undefined)
    95	-13	.	4	-0.2	.	38	13	-13	-10	-9
[27] C/C(CC(=O)NCc1ccco1)=N\NC(=O)COc1ccc(C)cc1
    112	2	7	-1	0.2	-1	-3	22	-22	6	7
[28] CCOC(=O)C1C(CC)NC(=S)NC1(C)O (centres undefined)
    117	1	1	10	-1.2	-1	12	.	.	7	12
[29] Cc1ccc(C)c(S(=O)(=O)N2CCCOC2CNC(=O)C(=O)NCCc2ccco2)c1 (centres undefined)
    97	-8	5	-5	-2.1	4	-15	-24	24	2	3
[30] O=S(=O)(Nc1cccc(-c2nnco2)c1)c1ccc(Cl)cc1
    .	-2	1	-1	0.7	-1	-8	3	-3	-3	-1
[31] CCCN(Cc1cc2cccc(C)c2[nH]c1=O)C(=O)c1cccc(OC)c1
    110	-5	4	6	-0.4	-1	-16	-13	13	-4	-1
[32] COc1cccc(-c2nnc(SCCOc3ccc4c(C)cc(=O)oc4c3)o2)c1
    105	-8	1	-2	0.5	3	-25	.	.	4	-7
[33] CN(CC(=O)NCCc1ccc(S(N)(=O)=O)cc1)CC(=O)Nc1ccc(Cl)cc1
    .	2	3	7	-1.5	0	-16	-11	11	-5	5
[34] CS(=O)(=O)N1CCN(C(=O)NC23CC4CC(CC(C4)C2)C3)CC1
    .	-9	.	-4	-0.7	-4	-7	-7	7	4	11
[35] CCOc1ccc2nc(Cl)c(CN(C(C)=O)C3CCCCC3)cc2c1
    88	-11	-7	3	-0.4	2	483	-16	16	-6	1
[36] Cc1ccc(Cn2nnc3c(=O)[nH]c(C4CCN(S(=O)(=O)c5ccc(S(=O)(=O)NC6CC6)cc5)CC4)nc32)cc1
    .	-19	0	31	-0.7	1	189	.	.	-2	4
[37] CCn1nc(C)c(Oc2ccccc2O)c1C
    .	-6	.	29	-0.3	-2	-6	28	-28	2	2
[38] Cc1ccc2c(c1)cc(C(=O)N1CCN(c3ccccn3)CC1)n2C
    107	2	.	-3	0.3	-4	19	-13	13	-8	-8
[39] Nc1nc(SCC(=O)Nc2ccccc2Oc2ccccc2)n[nH]1
    102	-3	2	-1	-1.0	-3	0	15	-15	-3	1
[40] CCOc1ccc(OCC)c(NC(=O)C2CCCN(S(=O)(=O)c3c(C)noc3C)C2)c1 (centres undefined)
    87	-3	0	-5	-3.2	1	.	11	-11	-1	8
[41] CCOC(=O)C1(Cc2ccc(OC)cc2)CCN(C(=O)c2csc(C)n2)CC1
    97	-6	8	11	0.4	-2	7	9	-9	-8	-4
[42] COCCCNC(=O)C1CCCN(S(C)(=O)=O)C1 (centres undefined)
    130	6	8	-114	0.2	2	-8	6	-6	-2	-1
[43] O=C(Cc1ccccc1)NC(=S)Nc1ccc(OC(F)F)cc1
    97	-3	.	-7	-0.4	-3	5	2	-2	6	-2
[44] O=C(O)COc1ccccc1/C=C1\SC(=Nc2ccc(F)cc2)N(c2ccc(F)cc2)C1=O
    101	-9	-4	-10	-1.5	0	220	14	-14	-5	-1
[45] O=C(O)c1cccc(S(=O)(=O)N2CC=C(c3ccccc3)CC2)c1
    91	-10	-8	-4	-0.1	3	4	12	-12	-9	-1
[46] CCc1cc(SC#N)cc(C)c1N
    108	-2	-14	2	1.0	.	-29	.	.	1	-11
[47] COCCNC(=O)CSc1ncnc2sccc12
    108	-7	.	-9	2.2	5	-7	15	-15	-15	1
[48] CCN(CC(=O)Nc1ccc(Cl)c(S(=O)(=O)N(C)C)c1)CC(=O)NC(C)C
    107	2	-6	1	-2.2	-2	-13	-10	10	-1	-4
[49] CCOC(=O)c1sc(N/N=C/c2ccc(N(C)C)cc2)nc1C
    105	-20	12	19	-0.6	-4	+	-12	12	-9	-8
[50] CCN(CC(=O)Nc1ccccc1OC)C(=O)c1cc(S(=O)(=O)N2CCCCCC2)ccc1OC
    115	-9	-5	21	1.5	0	3	8	-8	3	-12
[51] Cc1ccc(C)c(NC(=O)CN(C)C(=O)C2=NNC(=O)CC2)c1
    96	3	4	-15	1.3	-4	-2	16	-16	7	3
[52] CCOc1ccccc1C(=O)NCC(=O)NC(C)c1ccc(-n2ccnc2)cc1 (centres undefined)
    95	-10	4	2	-0.6	4	301	6	-6	-14	-10
[53] Cc1c(C(=O)NC(C)c2ccccc2)c(-c2ccccc2)nn1-c1ccccc1 (centres undefined)
    .	11	-8	3	2.8	3	23	-17	17	0	-3
[54] CCN(c1ccccc1)S(=O)(=O)c1cccc(C(=O)NCc2ccccn2)c1
    110	-5	10	-7	1.0	3	.	5	-5	4	2
[55] O=[N+]([O-])c1ccc(N/N=C2/CCCCC2c2ccccn2)c([N+](=O)[O-])c1 (centres undefined)
    109	-2	-23	-5	-1.9	8	45	-19	19	-3	1
[56] COc1ccccc1NC(=S)N(CCc1c(C)[nH]c2ccccc12)Cc1cccs1
    101	-10	-7	-3	0.3	.	-8	-43	43	0	9
[57] COc1ccc(-c2cc(C#N)nc(Cl)n2)cc1
    .	-10	.	20	-5.4	0	-1	.	.	-8	4
[58] N#Cc1c2c(c(NCCN3CCOCC3)n3c1nc1ccccc13)CCCC2
    99	-10	-1	19	1.7	-4	16	17	-17	-9	-6
[59] Cc1ccc(S(=O)(=O)/N=C2\C=C(Nc3cccc(C(=O)O)c3)C(=O)c3ccccc32)c(C)c1
    90	-6	-15	10	6.6	117*	121	-2	2	1	-6
[60] CC12CCC(=O)N1C(C(=O)Nc1nnc(SCc3ccc(F)cc3)s1)CS2 (centres undefined)
    96	-5	-5	-5	2.8	1	6	-10	10	3	-2
[61] Nc1cc(C(=O)OCC(=O)NCCCc2ccccc2)ccc1Cl
    90	-8	8	-7	0.4	26	14	-7	7	2	0

NSD2 HMT inh, what is marked active above.
Fields: DSG3 Ab inh	dFosB activator	MITF act	Arr AP2 block	CDK5 p35 inh	NSD2 HMT inh	SUMO Mot1 rescue	SR-BI uptake up	SR-BI HDL uptake	PKA-R2B activ	PKA-R1A activ
[59] Cc1ccc(S(=O)(=O)/N=C2\C=C(Nc3cccc(C(=O)O)c3)C(=O)c3ccccc32)c(C)c1
    90	-6	-15	10	6.6	117*	121	-2	2	1	-6

Random draw from the library. About 4.7% of those tested had a hit in this group.
